SRC1 TRFRET art – counter-screen for PPARgamma SRC-1 recruitment agonists: TR-FRET artefact. TR-FRET ratio at 8 µM. TR-FRET detection artefact counter-screen, emission ratio; active compounds read high. hit rate 0.34% among 99,000; in the data active = TR-FRET ratio above about 2300; also: inactives centre near 1800; reference of the scale not given here
SRC3 TRFRET art – counter-screen for PPARgamma SRC-3 recruitment agonists: TR-FRET artefact. hit rate 0.39% among 99,000. AID 1048. PPARgamma/SRC-3 format; active compounds read high. TR-FRET ratio at 8 µM; in the data active = TR-FRET ratio above about 2000; also: inactives centre near 1600; reference of the scale not given here
Numbers without * were called inactive.

Structure | SRC1 TRFRET art | SRC3 TRFRET art
O=c1cccc2n1CC1CC2CN(Cc2c(Cl)cccc2Cl)C1 (configuration not stated) | 1654 | 1774
COc1ccc(NC(c2ccccc2)P(=O)(Oc2ccccc2)Oc2ccccc2)cc1 (configuration not stated) | 1770 | 1582
Cc1c(C=C2C(=O)N(C)C(=O)N(C)C2=O)c(=O)n(-c2ccccc2)n1C | 1606 | 1466
O=C1CC(c2cccnc2)=NN1c1ccc(Cl)cc1Cl | 1625 | 1606
O=P(NC(c1ccccc1)c1ccccc1)(Oc1ccccc1)Oc1ccccc1 | 1679 | 1496
O=c1[nH]c(=S)[nH]c(O)c1C(c1ccccn1)c1c(O)[nH]c(=S)[nH]c1=O | 1867 | 1637
CS(=O)(=O)NCc1nnc2n1-c1ccc(Cl)cc1C(c1ccccc1)=NC2 | 1752 | 1629
C#CCN1CCN(c2cccc(C(F)(F)F)c2)CC1 | 1651 | 1486
Cc1ccc(-c2nc3ccccc3c(=O)n2-c2cccc(O)c2)cc1 | 1706 | 1522
CC1CN=C(NCc2ccc(F)cc2)S1 (configuration not stated) | 1835 | 1633
CCOc1nc(NC(C)C)nc(N2CC3CC(C2)c2cccc(=O)n2C3)n1 (configuration not stated) | 1763 | 1475
CC(C)[C@]12O[C@H]1[C@@H]1O[C@]13[C@]1(O[C@H]1C[C@H]1C4=C(CC[C@@]13C)C(=O)OC4)[C@@H]2O | 1849 | 1464
COc1cccc(O)c1CN1CCCC(C(=O)c2ccccc2SC)C1 (configuration not stated) | 1579 | 1524
O=C(c1ccc2c(c1)OCO2)C1CCCN(CC2CCCCC2)C1 (configuration not stated) | 1428 | 1491
O=c1c2ccccc2nc(/C=C/c2ccc3c(c2)OCO3)n1-c1cccc(O)c1 | 1835 | 1486
COC(=O)COc1cc(C)cc2oc(=O)c3c(c12)CCCC3 | 1721 | 1581
COc1ccc(C)cc1NC(=O)N1CCC2(CC1)OCCO2 | 1744 | 1670
O=C(NCCO)c1nsnc1NCCCl | 1754 | 1572
COc1ccc(OC)c(-n2c(O)c(C=Nc3c(C)n(C)n(-c4ccccc4)c3=O)c(=O)[nH]c2=O)c1 | 1699 | 1519
N#CC1=C(N)Oc2c(c(=O)oc3ccccc23)C1c1ccc([N+](=O)[O-])o1 (configuration not stated) | 2036 | 1740
CCOC(=O)C1(CCCc2ccccc2)CCN(C2CCCC2)CC1 | 1884 | 1558
O=C1NC(=O)C(=Cc2ccc(OCCOc3ccc([N+](=O)[O-])cc3)cc2)C(=O)N1 | 1918 | 1469
CCOc1ccc([N+](=O)[O-])cc1CNCCc1ccccc1 | 1551 | 1420
CCc1c(C)nc(N)nc1N1N=C1SCCOc1ccccc1 | 1593 | 1319
COC(=O)C(O)(c1ccc(NC(=O)NC2CCCCC2)cc1)C(F)(F)F (configuration not stated) | 1993 | 1674
COc1ccccc1N1C(=O)NC(=O)/C(=C\c2cnn(-c3ccccc3)c2)C1=O | 1971 | 1661
CC(C)CN(CC(C)C)C(=O)C1C2c3ccccc3C(c3ccccc32)C1C(=O)O (configuration not stated) | 1672 | 1471
CCOC(=O)C(=CNc1ccc(C(O)(C(=O)OCC)C(F)(F)F)cc1C)C(=O)OCC (configuration not stated) | 1929 | 1513
COCCOC(=O)c1c(N)n(Cc2ccccc2)c2nc3ccccc3nc12 | 1796 | 1524
CCOC(=O)C(O)(c1ccc(NC(=S)NC(=O)c2ccc(Cl)cc2Cl)c(C)c1)C(F)(F)F (configuration not stated) | 1646 | 1758
CN1CN(c2cccc([N+](=O)[O-])c2)CN=C1N[N+](=O)[O-] | 1876 | 1655
CC(C)(C)C(=O)OCC12CCC(O1)C1(C)C(=O)OCC21 (configuration not stated) | 1795 | 1633
CCOc1ccc(N2C(=O)NC(=O)/C(=C\c3cc(OC)c(OC)cc3[N+](=O)[O-])C2=O)cc1 | 1914 | 1803
O=C1NC(=O)C(CCc2ccncc2)(CCc2ccncc2)C(=O)N1C1CCCCC1 | 1849 | 1563
CC1CN=C(NC(C)c2ccccc2)S1 (configuration not stated) | 1945 | 1457
CNC(=S)N/N=C1\C2CN3CCN(C2)CC1(c1ccccc1)C3 | 1642 | 1384
CCN(CC)C(=O)N[C@H]1C[C@@H]2c3cccc4[nH]cc(c34)C[C@H]2N(C)C1 | 1788 | 1716
Cc1nc2ccc(N3CCN(C)CC3)cc2nc1C | 2107 | 1673
CC1CC(NC(=O)C2C3CCC(O3)C2C(=O)O)CC(C)(C)C1 (configuration not stated) | 1994 | 1639
CC(C)OP(=O)(OC(C)C)C(O)c1ccccc1F (configuration not stated) | 1825 | 1663
COc1ccc2c(CN3CC=C(c4ccccc4)CC3)cc(=O)oc2c1 | 1732 | 1556
CN1CCC(C)(O)C2CCCCC21 (configuration not stated) | 2097 | 1586
O=C1C=C2C=C[C@H]3C[C@]2(O1)[C@@H]1CCCCN13 | 1699 | 1592
c1ccc2c(c1)Nc1ccccc1S2 | 2002 | 1829
COc1ccc(C(=O)C2CCCN(C3CSCCSC3)C2)cc1OC (configuration not stated) | 1676 | 1528
OC(c1ccccc1)(c1ccccc1)C1CN2CCC1CC2 (configuration not stated) | 1584 | 1548
CCCCCc1cc(O)c2c3c(c(=O)oc2c1)CN(C)CC3 | 1764 | 1571
C/C(=N\Nc1cccc2ccccc12)c1c(O)n(Cc2ccccc2)c(=O)[nH]c1=O | 1670 | 1323
COc1cccc(C(=O)C2CCCN(Cc3cnn(C(C)C)c3)C2)c1 (configuration not stated) | 1894 | 1372
Cc1cc(C(=O)CS(=O)(=O)c2ccc(F)cc2)cc(C)c1OC(=O)N(C)C | 1953 | 1837
O=C1NC(=O)N(c2ccccc2)C(=O)/C1=C/c1ccc([N+](=O)[O-])s1 | 1945 | 1720
COc1ccc(N=Cc2c(O)n(-c3ccc(C)cc3)c(=O)[nH]c2=O)cc1 | 1686 | 1558
CCOC(=O)c1cc(CC)sc1/N=C/c1c(O)[nH]c(=S)[nH]c1=O | 1853 | 1492
COc1ccccc1OCC#CCN1CCOCC1 | 1752 | 1629
COc1ccc(OCC(=O)N2CCN(Cc3nc4cc([N+](=O)[O-])ccc4n3C)CC2)cc1 | 1820 | 1651
COc1ccccc1Sc1ccccc1CC(C)N (configuration not stated) | 1494 | 1569
COc1ccc(-c2nc3ccccc3c(=O)n2-c2ccc(OC)cc2)cc1 | 1751 | 1668
COc1ccc(CN2C(=O)NC(=O)/C(=C\c3ccc(OC)c(OC)c3OC)C2=O)cc1 | 1941 | 1695
Cc1c(C=O)c2ccccc2n1Cc1ccccc1F | 1860 | 1359
O=c1[nH]c(O)c(C=Nc2ccccc2[N+](=O)[O-])c(=O)[nH]1 | 1767 | 1737

Additional structures
Structure | SRC1 TRFRET art | SRC3 TRFRET art
CN(C)c1ccc(/C=C/c2cc[n+](C)c3ccccc23)cc1 | 3265* | 2979*
O=C1NC(=O)C2(Cc3ccccc3N3CCCC32)C(=O)N1c1ccccc1 (configuration not stated) | 1645 | 1550
Cc1ccc(C)c(OCC(=O)N2CCCN(C)CC2)c1 | 1743 | 1519
CCCCC(=O)N/N=C/c1c(O)n(CCc2ccc(OC)c(OC)c2)c(=O)[nH]c1=O | 1767 | 1521
CCCCN1C(=N)C(CC)(CC)C(=O)NC1=O | 1968 | 1598
Cc1cc(S(N)(=O)=O)ccc1N=Cc1c(O)n(-c2ccccc2)c(=O)[nH]c1=O | 1784 | 1500
CN1CCC2(CC1)N=C(c1ccc(F)cc1)C(=S)N2 | 1859 | 1475
C=CCc1cc(C=C2C(=O)NC(=O)NC2=O)cc(OC)c1OCc1ccc(C(=O)O)cc1 | 1771 | 1520
O=C(CF)NC(NC(=S)Nc1cccc([N+](=O)[O-])c1)C(Cl)(Cl)Cl (configuration not stated) | 1667 | 1694
CCn1cc(C(=O)NCc2ccccc2)c2ccccc21 | 2024 | 1488
C=CCn1c(O)c(N=Nc2c(C)n(C)n(-c3ccccc3)c2=O)c(=O)[nH]c1=S | 1882 | 1533
O=C(OCCN1CCOCC1)C1(c2ccccc2)CCCC1 | 1770 | 1675
CCOC(=O)C1CCN(/C=C2/C(=O)NC(=S)N(c3ccccc3F)C2=O)CC1 | 1631 | 1508
CC(=O)Nc1ccccc1C(=O)OCC(=O)c1ccccc1Cl | 1789 | 1680
O=C(Cn1nc(-c2ccc(Cl)cc2)ccc1=O)N1CCC2(CC1)OCCO2 | 1812 | 1605
COc1ccc(-c2nc3ccccc3c(=O)o2)cc1 | 1758 | 1485
Cc1cc(Oc2ccc(C(F)(F)F)cc2[N+](=O)[O-])c2c3c(c(=O)oc2c1)CCC3 | 2043 | 1458
CN(C(=O)CN1CC=C(c2ccccc2)CC1)c1c(N)n(Cc2ccccc2)c(=O)[nH]c1=O | 1863 | 1541
COc1ccc(N2CC2c2ccncc2)cc1 (configuration not stated) | 1675 | 1523
CC1(C(O)(C#CCN2CCCCC2)c2ccccc2)CCCC1 (configuration not stated) | 1656 | 1551
Cc1cccc(OP(=O)(Oc2cccc(C)c2)OC(c2ccccc2)C(F)(F)F)c1 (configuration not stated) | 1714 | 1587
Cc1cccc(N2C(=O)/C(=C/c3ccc(N4CCN(C)CC4)o3)C(=O)NC2=S)c1C | 1729 | 1444
O=C(c1cccnc1)c1cc2ccccc2[nH]1 | 1879 | 1840
O=C1NC(=O)N(CCNc2ncc(C(F)(F)F)cc2Cl)C(=O)C1Cc1ccc(Cl)cc1 (configuration not stated) | 2019 | 1472
Cc1nn(Cc2ccccc2)c(C)c1C(=O)NCc1ccccc1 | 1689 | 1718
C/C=C1/CC(C)C(C)(O)C(=O)OCC2CCN3CCC(OC1=O)C23 (configuration not stated) | 1832 | 1670
Cc1c(C(c2ccccc2Cl)c2c(O)c3ccccc3oc2=O)c(=O)n(-c2ccccc2)n1C (configuration not stated) | 1923 | 1634
CCOc1ccc(C2SCC(=O)Nc3c2c(=O)[nH]n3C2CCCCCC2)cc1 (configuration not stated) | 1754 | 1429
O=P(c1ccccc1)(c1ccccc1)N1CCCCC1 | 1773 | 1460
CC1CCCN(C(=O)CCl)C1 (configuration not stated) | 1801 | 1647
O=c1[nH]c(=S)n(-c2ccc(Br)cc2)c(O)c1C=Nc1ccc(N2CCOCC2)cc1 | 2173 | 1970
c1ccc(-c2nc(N3CCOCC3)s[n+]2-c2ccccc2)cc1 | 1800 | 1437
Cc1cccc(N2C(=O)NC(=O)/C(=C/c3ccc(-c4ccc(C(=O)O)c(Cl)c4)o3)C2=O)c1 | 1846 | 1465
NC(=S)/N=C/c1c(O)[nH]c(=O)[nH]c1=O | 2160 | 1574
Cc1ccc(OCC(=O)N2CCN(Cc3ccc4c(c3)OCO4)CC2)cc1 | 1944 | 1852
C[n+]1c(-c2ccccc2)cc(-c2ccc(Cl)cc2)cc1-c1ccccc1 | 1693 | 1605

Entries from the list above containing an aryl thioether with sulfur outside any ring:
Structure | SRC1 TRFRET art | SRC3 TRFRET art
COc1cccc(O)c1CN1CCCC(C(=O)c2ccccc2SC)C1 (configuration not stated) | 1579 | 1524
COc1ccccc1Sc1ccccc1CC(C)N (configuration not stated) | 1494 | 1569

New compounds follow:
Structure | SRC1 TRFRET art | SRC3 TRFRET art
COc1ccc([N+](=O)[O-])cc1N=Cc1c(O)n(CCc2ccccc2)c(=O)n(C(C)C)c1=O | 1890 | 1526
Cc1cccc(-n2c(O)c(C)c(=O)[nH]c2=S)c1 | 1840 | 1896
O=C1CC2OCC=C3CN4CCC56c7cc([N+](=O)[O-])ccc7N1C5C2C3CC46 (configuration not stated) | 1380 | 1367
CC(C)OP(=O)(OC(C)C)C(NCc1ccccc1)c1ccccc1 (configuration not stated) | 1782 | 1598
Cc1ccc2c(c1)c(=O)c1c3n2CCN(CC2CO2)C3CC1 (configuration not stated) | 1741 | 1554
C=C(C)Cn1c(=O)n(CC2CS2)c2ccccc21 (configuration not stated) | 1689 | 1528
CCC1CCCCN1CC(=O)c1ccc(OC(F)F)cc1 (configuration not stated) | 1684 | 1412
Cc1nc2c(C(=O)N3CCC4(CC3)OCCO4)cnn2c(C)c1Cc1cccc(Cl)c1 | 1687 | 1519
Cc1cc(C)cc(NC2=NCCCS2)c1 | 1564 | 1424
COc1cccc(C2(C#N)CCN(C)CC2)c1 | 1737 | 1241
Cn1c(=O)c2nncnc2n(C)c1=O | 1990 | 1592
CCN1C(=O)NC(=O)/C(=C/c2cc(C)n(-c3sc(C)c(C)c3C#N)c2C)C1=O | 1758 | 1692

Some of these compounds in order of SMILES length, ascending:
Structure | SRC1 TRFRET art | SRC3 TRFRET art
Cn1c(=O)c2nncnc2n(C)c1=O | 1990 | 1592
COc1cccc(C2(C#N)CCN(C)CC2)c1 | 1737 | 1241
CCC1CCCCN1CC(=O)c1ccc(OC(F)F)cc1 (configuration not stated) | 1684 | 1412
Cc1ccc2c(c1)c(=O)c1c3n2CCN(CC2CO2)C3CC1 (configuration not stated) | 1741 | 1554
CC(C)OP(=O)(OC(C)C)C(NCc1ccccc1)c1ccccc1 (configuration not stated) | 1782 | 1598
Cc1nc2c(C(=O)N3CCC4(CC3)OCCO4)cnn2c(C)c1Cc1cccc(Cl)c1 | 1687 | 1519
O=C1CC2OCC=C3CN4CCC56c7cc([N+](=O)[O-])ccc7N1C5C2C3CC46 (configuration not stated) | 1380 | 1367

(listing goes on)
Structure | SRC1 TRFRET art | SRC3 TRFRET art
O=c1c2ccccc2nc(-c2ccccc2)n1-c1ccccn1 | 1695 | 1476
CCCn1cc(CN2CCCC(C(=O)c3cccc(OC)c3)C2)c(C)n1 (configuration not stated) | 1897 | 1672
CC1CCN(C(=O)c2ccc(N3CC4CC(C3)c3cccc(=O)n3C4)c([N+](=O)[O-])c2)CC1 (configuration not stated) | 1601 | 1513
Cc1ccc(-c2nc3ccccc3c(=O)n2-c2ccncc2)cc1 | 1898 | 1479
CCC(C)NC(=O)c1c(N)n(CC2CCCO2)c2nc3ccccc3nc12 (configuration not stated) | 1694 | 1424
COc1ccc(Nc2ncc(C(=O)N3CCC4(CC3)OCCO4)c3ccccc23)cc1 | 1815 | 1658
CSc1nc(N2CCN(C)CC2)c2ccccc2n1 | 1912 | 1652
Cc1nn(Cc2ccccc2)c(C)c1C(=O)O | 1885 | 1701
CN1CCN(c2ncc(C=O)s2)CC1 | 1791 | 1710
CC(C)c1oc(=O)cc2c1[C@@H](O)[C@H]1OC(=O)[C@@]3(C)C[C@@H](O)[C@@H](O)[C@@]2(C)C13 (some centres not stated) | 1513 | 1359

Screens deposited in PubChem by The Scripps Research Institute Molecular Screening Center.

Only part of the results is shown; count on the stated rates, not on these rows.
